Source: PubChem (several laboratories)
PfHsp40 rescue – rescue of PfHsp40-mediated yeast toxicity | 340,000 tested, 0.68% active | growth rescue, % at 12.5 µM | S. cerevisiae expressing PfHsp40, growth rescue, ATP luminescence; in the data active = growth rescue above about 28%, passing the limit was not always enough; inconclusive = no clear call, values can overlap the other calls;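 note: yeast W303a lacking pdr1 and pdr3 grown in galactose medium; growth measured after three days at 30 °C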
FadD28 FP inh – M. tuberculosis FadD28 bisubstrate binding inhibition | FadD28 bisubstrate probe binding, fluorescence polarization | inhibition, % at 12.5 µM | 360,000 tested, 0.22% active | AID 588549; in the data active = inhibition above about 8.5%, passing the limit was not always enough; inconclusive = no clear call, values can overlap the other calls
BoNT A protease – BoNT A light chain protease inhibition; multiplex microsphere protease substrate cleavage, flow cytometry; inhibition, % at 10 µM; 360,000 tested, 0.17% active; note: plate controls were buffer without enzyme for full effect and enzyme alone for no effect
CCHFV vOTU inh – blocks the CCHF virus ovarian tumor domain protease; CCHFV vOTU protease, Pep-AMC fluorescence; inhibition, % at 11.5 µM; 370,000 tested, 0.55% active; AID 651958; in the data active = inhibition above about 30%; note: 0% = vehicle wells with enzyme and 100% = no enzyme wells
PrPC TRFRET – inhibitors of human cell surface prion protein PrPC | P04156 | TR-FRET read-out | inhibition, % at 13.8 µM | 370,000 tested, 0.43% active; in the data active = inhibition above about 24%; note: 0% = median of the test wells and 100% = reference compound wells
TcdB inh – inhibitors of Clostridioides difficile toxin B glycohydrolase. P18177. TcdB glycohydrolase enzymatic assay, plate reader. inhibition, % at 9.99 µM. 350,000 tested, 0.24% active; in the data active = inhibition above about 10%
Anthrax LF prot – inhibitors of Bacillus anthracis lethal factor protease | 360,000 tested, 0.12% active | inhibition, % at 10 µM | AID 588501 | multiplex microsphere protease cleavage assay, LF; note: plate controls were buffer without enzyme for full effect and enzyme alone for no effect
Yp Topo-I inh – Y. pestis Topo-I inhibition via cleavage products; 360,000 tested, 0.064% active; activity, % at 10 µM; Y. pestis Topo-I cleavage product accumulation, plate reader; in the data active = activity above about 50%, passing the limit was not always enough; inconclusive = no clear call, values can overlap the other calls; note: inactives centre near 2
BoNT F protease – inhibitors of Botulinum neurotoxin F light chain protease; Multiplex microsphere protease cleavage assay, flow cytometry; 360,000 tested, 0.22% active; inhibition, % at 10 µM; in the data active = inhibition above about 35%, passing the limit was not always enough; inconclusive = no clear call, values can overlap the other calls; note: plate controls were buffer without enzyme for full effect and enzyme alone for no effect
* = called active by the depositor; u = inconclusive; x = no result given; & = joins results of further samples. Cut-off read from the data, not from the text of the source, unless noted: active = inhibition above about 30%; inconclusive = no clear call, values can overlap the other calls; inactive = below that. Rows were taken by chance (roughly 2.3% active in at least one column).

SMILES	PfHsp40 rescue	FadD28 FP inh	BoNT A protease	CCHFV vOTU inh	PrPC TRFRET	TcdB inh	Anthrax LF prot	Yp Topo-I inh	BoNT F protease
CCO[C@@H]1OC(C(=O)NCc2nc3ccccc3[nH]2)=C[C@H](C)[C@H]1CCCO	3.4	-0.8	0.2	11	3	1.3	-9	1	-5
CC(C)CC(=O)NC(=S)Nc1cccc(NC(=O)c2ccccc2)c1	0.0	-0.4	-0.4	-7	8	1.4	0	-2	-2
COc1cc(C2CC(=O)c3c([nH]c(C(=O)OCCOC(C)C)c3C)C2)cc(OC)c1OC (configuration not stated)	-0.8	-1.8	-1.4	2	13	2.0	-9	12	-8
c1ccc(COc2ccc(-c3cc4nc(NCCN5CCOCC5)ccn4n3)cc2)cc1	x	-2.1	-0.5	-18	7	-0.4	-3	17	-7
CC1(C(=O)N2CC3(CC(c4cccc([N+](=O)[O-])c4)=NO3)C[C@H]2C(=O)NCC(N)=O)CC1 (some centres not stated)	-1.3	-3.0	-0.5	-6	-27	-0.3	-1	-2	-5
CN(C)c1cccc(CNC(=O)c2csc([C@@H]3O[C@H](CO)[C@H](O)[C@H](O)[C@H]3O)n2)c1	x	0.2	-0.3	-9	2	-5.8	-1	7	-2
OC(COC(c1ccc(Cl)cc1)c1ccc(Cl)cc1)CN1CCN(c2ccccn2)CC1 (configuration not stated)	0.3	-2.6	0.0	-4	-10	1.1	0	32	-8
CCC(C)(C)n1c(=O)[nH]c2c(c1=O)CCC2	-1.3	-2.6	-0.7	-2	-2	x	0	1	-8
CCN(CC)CCNC(=O)NC(=O)c1ccc(Cl)cc1	-0.2	-0.2	0.6	-9	-9	1.3	0	-7	4
COc1ccc(NC(=S)Nc2ccc(OC(F)F)cc2)cn1	-0.5	-1.3	-0.7	3	4	0.6	-5	0	-2
Cc1ccc(S(=O)(=O)NCC(=O)N(CC2CCCO2)C(C(=O)NC2CCCCC2)C(C)C)cc1 (configuration not stated)	0.0	-3.0	-0.3	-8	1	0.5	0	6	5
O=C(NNC(=O)c1ccccc1Br)c1ccncc1	-0.1	0.5	-3.0	-15	8	-0.3	6	-5	3
COc1cccc(N2CCN(S(=O)(=O)c3ccc4c(c3)N(C(C)=O)CCO4)CC2)c1	-0.2	0.1	1.5	16	-4	0.7	3	28	0
CC1=NN(C(=O)c2cc(C)nn2C)C(O)(C(F)(F)F)C1 (configuration not stated)	-2.8	-0.8	0.0	-2	6	1.0	-3	3	0
CCCc1c(O)nc(SCCN(CCC)CCC)[nH]c1=O	0.0	1.1	u	-5	-2	x	u	4	u
COc1ccc(C(C(=O)NCC2CCCO2)N(Cc2ccco2)C(=O)c2snc(C(N)=O)c2N)cc1OC (configuration not stated)	17	-1.6	-2.2	11	-8	-2.6	-14	7	-13
Cc1cc(C(C)(C)C)nc2[nH]n(-c3ccccc3)c(=O)c12	-0.5	-1.8	-3.8	1	-3	x	1	2	-7
O=C1CN(C(=O)CSc2nc3ccccc3c(=O)n2Cc2ccc(F)cc2)c2ccccc2N1	3.5	-6.0	0.4	3	17	-1.1	-1	11	0
CC(C)C(NC(=O)c1ccco1)C(=O)NCC(c1ccco1)N1CCCCC1 (configuration not stated)	1.4	-3.9	0.0	-2	-5	x	-7	-6	-3
CCN(C)C1CN(Cc2cn(CCCOC)nn2)S(=O)(=O)C1 (configuration not stated)	x	x	-0.7	-4	5	1.1	-1	x	-5
CCn1c(SCC(=O)Nc2c(C)n(C)n(-c3ccccc3)c2=O)nnc1-c1cccc(C)c1	2.5	-0.2	0.1	3	-4	x	3	18	-2
Cc1ccc(C(=O)N(CCc2ccccc2)Cc2ccccc2)cc1S(=O)(=O)N1CCOCC1	-0.4	-1.8	-0.6	13	1	2.1	-11	32	-5
CCCCCCCCNC(=O)C(CCC(=O)OCc1ccccc1)NC(C)=O (configuration not stated)	0.9	0.0	-0.1	0	-4	0.7	3	4	0
NC(=O)c1nsc(C(=O)N(c2ccc(F)cc2)C(C(=O)NCC2CCCO2)c2c[nH]c3ccccc23)c1N (configuration not stated)	-0.7	-3.1	-0.5	1	-10	0.6	0	8	-10

5 of the compounds above, in CSV form:
structure,PfHsp40 rescue,FadD28 FP inh,BoNT A protease,CCHFV vOTU inh,PrPC TRFRET,TcdB inh,Anthrax LF prot,Yp Topo-I inh,BoNT F protease
O=C1CN(C(=O)CSc2nc3ccccc3c(=O)n2Cc2ccc(F)cc2)c2ccccc2N1,3.5,-6.0,0.4,3,17,-1.1,-1,11,0
CC(C)C(NC(=O)c1ccco1)C(=O)NCC(c1ccco1)N1CCCCC1 (configuration not stated),1.4,-3.9,0.0,-2,-5,x,-7,-6,-3
CCN(C)C1CN(Cc2cn(CCCOC)nn2)S(=O)(=O)C1 (configuration not stated),x,x,-0.7,-4,5,1.1,-1,x,-5
CCn1c(SCC(=O)Nc2c(C)n(C)n(-c3ccccc3)c2=O)nnc1-c1cccc(C)c1,2.5,-0.2,0.1,3,-4,x,3,18,-2
Cc1ccc(C(=O)N(CCc2ccccc2)Cc2ccccc2)cc1S(=O)(=O)N1CCOCC1,-0.4,-1.8,-0.6,13,1,2.1,-11,32,-5

Later entries
SMILES	PfHsp40 rescue	FadD28 FP inh	BoNT A protease	CCHFV vOTU inh	PrPC TRFRET	TcdB inh	Anthrax LF prot	Yp Topo-I inh	BoNT F protease
Nc1cc(=O)[nH]c(SCC(=O)c2ccc(O)cc2O)n1	-0.3	-1.6	-0.4	-7	-1	0.8	-8	-1	21
C/C(N)=C(/C#N)C(=O)CSc1nc2cc(Cl)ccc2c(=O)n1-c1ccc(C)cc1	0.8	-3.6	-0.2	-2	-3	x	0	0	-5
Cc1cccc(S(=O)(=O)Nc2ccc3c(c2)OCCO3)c1	0.1	-4.2	-0.6	2	5	-0.1	3	4	-4
COc1ccc(OC)c(N(CC(=O)NCc2cccnc2)S(C)(=O)=O)c1	0.8	-0.1	2.0	6	-2	x	4	-2	4
CCOc1ccc(Nc2nc3ccccc3n3nnnc23)cc1	0.0	-5.4	-0.2	1	-2	0.8	-3	-12	-6
COc1cccc(NC(=O)NNC(=O)CCc2ccc(O)c(O)c2)c1	-0.7	-3.1	0.1	0	0	-5.2	-6	1	16
Cc1ccc(S(=O)(=O)Nc2ccc(N3CCOCC3)cc2)cc1	0.4	-3.5	-1.5	-4	11	x	-12	-11	-39
CCCCCn1c(=O)c(C(=O)OCC)c(O)c2ccccc21	0.6	-5.6	-0.1	7	7	x	0	0	u
CSc1ccc(/C=C/C(=O)OCC(=O)N2CCCCCC2)cc1	0.7	-1.3	-1.1	-59	3	5.3	-1	3	-10
Cc1cccc(NC(=O)C[n+]2ccccc2)c1	-0.2	-3.5	-1.8	-18	-1	-0.9	4	-14	-24
CCCn1c(N2CCN(C(=O)/C=C/C(=O)O)CC2)nc2ccccc21	-0.1	-1.4	-0.8	-2	-4	0.1	-4	0	33
CCc1cccc(NC(=O)CCCn2c(=O)[nH]c3ccsc3c2=O)c1	-0.8	0.2	-0.5	3	7	0.4	-2	8	-1
CN(CCO)S(=O)(=O)c1ccc2c(c1)C(=NN)c1cc(S(=O)(=O)N(C)CCO)ccc1-2	1.9	-3.2	-2.7	-1	-32	-0.4	-9	-7	-15
Cc1[nH]c2ccccc2c1C(=O)CSC(=S)N(C)C1CCCCC1	8.8	-0.7	-0.1	-10	1	x	-2	1	-8
c1ccc2c(c1)CCN(C1CCCCC1)C2	-1.8	-0.8	x	5	5	1.6	x	-2	x
O=C(Nc1ccc(N2CCOCC2)cc1)c1cccc(S(=O)(=O)N2CCCC2)c1	-0.4	-1.7	-6.9	-5	9	x	-4	-4	-8
Cc1ccc([C@H]2C[C@H](O)[C@@H](n3cc(C4CC4)nn3)CN2Cc2cccs2)cc1	x	-1.9	-0.5	10	5	1.5	-8	30	-7
COC(=O)c1sccc1NC(=O)CC1C(=O)NCCN1C(=O)Nc1cc(Cl)ccc1OC (configuration not stated)	x	-4.1	0.7	-12	1	1.5	-9	20	-7
CC(=O)N1c2ccc(S(=O)(=O)NCCC(=O)N(C)C3CCCCC3)cc2CC1C (configuration not stated)	-0.5	-2.7	-0.1	13	1	1.8	-2	-3	0
O=C(CCN1C(=O)C2CC=CCC2C1=O)OCC(=O)c1ccc(F)cc1 (configuration not stated)	0.4	2.4	0.2	-9	-5	1.4	-5	21	1
CCC(C)(C)C1CCC(=NNc2nc3ccccc3[nH]2)CC1 (configuration not stated)	-0.5	-0.7	0.0	-5	3	0.6	-4	-9	-13
O=C(COC(=O)c1ccccc1Oc1ccccc1)NCc1ccco1	0.5	1.9	-0.3	2	0	x	4	5	-9
Oc1ccc(C(=S)N2CCN(Cc3ccccc3)CC2)cc1	-1.3	-3.2	-1.4	-12	8	0.0	-1	-1	-5
CC1Cn2c(nnc2-c2ccc(F)cc2)S1 (configuration not stated)	-0.3	-2.1	-0.6	-3	-4	1.1	-7	11	-4
O=C1CCCC2=C1C1(CCCC1)N=C(Nc1nc3ccccc3o1)N2	x	-2.2	-0.3	6&0	1&4	-0.3	-7	6	1
Cc1ccc(-c2csc3ncnc(-n4nc(C)cc4N)c23)cc1	1.0	-2.9	0.4	-9	2	x	-6	-6	-2
COCCn1c(SCC(=O)Nc2ccc3c(c2)OCCO3)nc2c(c1=O)SC(C)C2 (configuration not stated)	1.1	-1.7	-0.9	6	-3	2.2	-3	-7	-5
CCC(=O)N1CCC1(C)C(=O)Nc1ccc(C)c(C)c1 (configuration not stated)	x	-0.7	-0.4	0	0	0.2	4	-4	7
O=C(Nc1ccc(F)cc1)N1CCN(c2ccc(F)cc2)CC1	0.3	0.9	-0.1	6	8	-0.2	-6	1	-3
Cc1ccc(NC(=O)CSCC(=O)Nc2cc(C(F)(F)F)ccc2N2CCOCC2)cc1	0.8	-1.6	0.4	x	x	x	1	16	-1
Cc1cc(Br)ccc1S(=O)(=O)NCc1ccccc1	1.5	0.8	-4.0	-16	6	3.9	-3	3	u
COC(=O)c1cccc(NC(=O)c2cnoc2C)c1	0.4	-0.1	0.0	1	2	x	1	8	0
CCOC(=O)[C@@H]1[C@H]2COc3ccc(Br)cc3[C@@H]2N2C(=O)N(c3cccc(F)c3)C(=O)[C@]12C	-0.5	-2.4	-0.9	7	5	11*	-7	8	-16
CS(=O)(=O)N(CC(=O)NCc1ccncc1)c1cc(Cl)ccc1Cl	1.1	0.6	-0.7	-15	-6	-0.7	-4	12	-8
COc1ccc(NC(=O)CC(c2ccco2)C(C)C)cc1 (configuration not stated)	-0.1	0.1	-1.6	1	0	-0.1	-7	1	15
COc1ccc(OC)c(-c2csc(NC(=O)Cc3ccccc3)n2)c1	0.7	-0.9	-3.2	6	12	0.3	-6	-16	9
O=C(COC(=O)c1ccc(Cl)cc1O)Nc1cccnc1Cl	-0.5	-0.8	-0.5	5	-2	0.6	0	-10	-5
O=C(O)c1ccccc1N1C(=O)c2cccc3cccc(c23)C1=O	-0.3	-0.6	-2.6	-3	-44	-0.5	13	-2	-13
CC(=O)Nc1ccc(C(=O)CSc2nnc(-c3ccc(O)cc3)n2CC2CCCO2)cc1 (configuration not stated)	-0.3	-2.9	0.7	-7	1	2.0	-1	1	0
Cn1cccc1/C=C1\SC(=S)N(NC(=O)c2ccc(Cl)cc2)C1=O	-0.9	4.1	8.7	16	-5	x	6	-8	3
COCCCNc1oc(/C=C/c2ccccc2)nc1C#N	2.1	-1.4	-1.6	-358	-6	0.4	4	1	u
CN(C)CCN1CC(C(=O)O)CC1=O (configuration not stated)	-1.7	-4.9	0.5	0	0	x	0	6	1
CCn1cc(C(=O)NCCC(=O)NC(C)C)c(=O)c2cc3c(cc21)OCO3	2.7	0.8	-2.3	-7	1	0.5	-3	-3	-7
CC1Cc2cc(S(=O)(=O)N3CCC(C(=O)N4CCCCC4)CC3)ccc2N1C(=O)C1CC1 (configuration not stated)	-0.1	0.3	1.0	1	6	0.8	2	1	4
O=C(CN1C(=O)C2CCCCC2C1=O)N1CCN(c2ccccc2)CC1 (configuration not stated)	0.5	-2.1	0.8	-11	-3	1.4	3	31	-5
CCCC(=O)Nc1ccc(C(=O)O)cc1NC(=O)CCC	-0.4	-3.7	-0.1	13	2	x	0	-2	7
